POLH inh: qHTS for Inhibitors of Polymerase Eta; DNA polymerase eta (Homo sapiens), Q9Y253; recombinant Pol eta, fluorescent DNA replication assay; Potency, µM (highest dose often 114 µM), for inactives: at the top dose activity change, negative = inhibition, actives largely listed as inhibitors; 1.2% of 390,000 active; note: potency is the fitted concentration of half-maximal effect; % is set by controls: 0 for no effect and ±100 for the full control effect
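Pol eta (10 nM) was preincubated with compounds for 15 min at room temperature, after which fluorescent replication substrate (50 nM final) was added to start the reaction. Fluorescence was read kinetically at 0 and 10 min.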
BAZ2B inh: qHTS Assay for Inhibitors of BAZ2B. 4.4% of 360,000 active. Bromodomain adjacent to zinc finger domain protein 2B (Homo sapiens), Q9UIF8. AlphaScreen BAZ2B-H3K14Ac peptide displacement. Potency, µM (top dose mostly 114 µM), without a hit: at the highest dose activity change, negative = inhibition, usual class: inhibitors; note: potency is the fitted concentration of half-maximal effect; % is set by controls: 0 for no effect and ±100 for the full control effect; nearly all actives have a fitted effect of over 60% in size
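AlphaScreen luminescence quantifies BAZ2B engagement of H3K14Ac peptide; the protein and biotinylated peptide are both at 50 nM final, buffer PBS pH 7.4 with 0.01% Tween-20, all steps at room temperature.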
JMJD2A Tudor inh: qHTS Assay for Inhibitors of JMJD2A-Tudor Domain; Potency, µM (doses to about 114 µM), for inactives: top-dose activity change, negative = inhibition, actives largely listed as inhibitors; Lysine-specific demethylase 4A (Homo sapiens), O75164; 4.4% of 390,000 active; AlphaScreen JMJD2A-Tudor / H3K4me3 peptide binding; AID 504339, 2011; note: potency is the fitted concentration of half-maximal effect; % is set by controls: 0 for no effect and ±100 for the full control effect; nearly all actives have a fitted effect of over 50% in size
Target sequence (O75164 whole entry, looked up, the tested form may be a part): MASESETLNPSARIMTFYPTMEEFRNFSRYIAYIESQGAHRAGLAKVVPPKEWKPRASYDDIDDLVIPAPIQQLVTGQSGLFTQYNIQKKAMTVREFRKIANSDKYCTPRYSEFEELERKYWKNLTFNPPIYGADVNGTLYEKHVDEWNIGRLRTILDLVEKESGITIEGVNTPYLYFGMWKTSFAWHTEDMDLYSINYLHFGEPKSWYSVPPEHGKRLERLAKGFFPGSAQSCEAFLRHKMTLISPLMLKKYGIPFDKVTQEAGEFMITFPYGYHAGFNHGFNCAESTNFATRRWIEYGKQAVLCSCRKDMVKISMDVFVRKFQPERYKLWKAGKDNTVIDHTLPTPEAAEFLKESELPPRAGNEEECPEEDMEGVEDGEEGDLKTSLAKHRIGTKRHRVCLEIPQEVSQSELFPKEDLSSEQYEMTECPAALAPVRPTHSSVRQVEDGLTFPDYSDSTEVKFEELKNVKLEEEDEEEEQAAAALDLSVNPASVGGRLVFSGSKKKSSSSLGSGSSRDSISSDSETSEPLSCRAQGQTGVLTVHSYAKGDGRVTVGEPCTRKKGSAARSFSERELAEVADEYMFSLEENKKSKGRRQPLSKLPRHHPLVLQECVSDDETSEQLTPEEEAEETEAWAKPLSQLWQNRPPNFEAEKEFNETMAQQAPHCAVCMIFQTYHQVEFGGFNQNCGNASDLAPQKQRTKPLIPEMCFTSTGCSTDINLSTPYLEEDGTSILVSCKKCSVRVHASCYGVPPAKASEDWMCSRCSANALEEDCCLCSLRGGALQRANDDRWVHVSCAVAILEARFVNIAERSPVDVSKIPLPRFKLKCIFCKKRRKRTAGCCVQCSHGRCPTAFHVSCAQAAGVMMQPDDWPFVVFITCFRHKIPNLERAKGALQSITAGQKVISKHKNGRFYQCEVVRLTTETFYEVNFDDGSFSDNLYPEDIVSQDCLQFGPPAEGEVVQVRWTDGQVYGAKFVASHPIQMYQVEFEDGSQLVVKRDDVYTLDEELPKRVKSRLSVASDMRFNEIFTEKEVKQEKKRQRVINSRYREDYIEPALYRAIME
Tb PGK inh: qHTS Assay to Find Inhibitors of Phosphoglycerate Kinase | Phosphoglycerate kinase, glycosomal (Trypanosoma brucei brucei), P07378 | PGK/GAPDH coupled, Kinase-Glo luminescence, 60 min | Potency, µM (doses to about 57.5 µM), inactives show at the highest dose activity change, negative = inhibition, most hits filed as inhibitors | 0.043% of 380,000 active | AID 602233, 2012; note: potency is the fitted concentration of half-maximal effect; % is set by controls: 0 for no effect and ±100 for the full control effect; nearly all actives have a fitted effect of over 60% in size
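Recombinant glycosomal PGK reaction used 1,3-bisphosphoglycerate generated in-well by GAPDH (100nM final) in 100mM TEA pH 7.6, 5mM MgCl2, 0.01% Tween-20. After 60 minutes at room temperature, ATP was read by Kinase-Glo Plus luminescence end-point.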
G9a block: qHTS Assay for Inhibitors of Histone Lysine Methyltransferase G9a; Histone-lysine N-methyltransferase EHMT2 (Homo sapiens), Q96KQ7; G9a H3K9 monomethylation, AlphaScreen, 2 h; Potency, µM (highest dose often 102 µM), for inactives: at the highest dose activity, negative = inhibition, actives largely listed as inhibitors; 8.8% of 350,000 active; AID 504332, 2011; note: potency is the fitted concentration of half-maximal effect; % is set by controls: 0 for no effect and ±100 for the full control effect; nearly all actives have a fitted effect of over 75% in size
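Readings reflect AlphaScreen signal from monomethyl-H3K9 antibody detection. HMT at 20 nM; substrate b-H3K9 500 nM; cofactor SAM 20 uM; 2 h RT reaction; compounds tested as titrations in qHTS with 15 min preincubation.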
PI4K2A block: qHTS for small molecular inhibitors of PI4K2A; activity change, negative = inhibition, % at 76.9 µM; 0.13% of 420,000 active; Phosphatidylinositol 4-kinase type 2-alpha (Homo sapiens), Q9BTU6; purified PI4K2A, ADP-Glo luminescence, 1 h; stronger effect = lower value; in the data active = activity change below about -50%; inconclusive = mostly about -30% to -49%;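 note: -100% = wells without enzyme as full effect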
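ADP-Glo luminescence measured ADP generated by PI4K2A enzyme (4 ug/mL before mixing) with 1.2 mM PI substrate (pre-mix) and 300 microM ATP (pre-mix). Tris pH7.5 buffer with MgCl2, Triton X-100; 1 h reaction at ambient temperature.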
GLS inh: qHTS for Inhibitors of Glutaminase (GLS) | Potency, µM (titrated, usually from 45.5 µM), inactives show top-dose activity change, negative = inhibition, hits mostly inhibitors | GLS enzymatic activity, qHTS titration | AID 624170, 2012 | 0.21% of 410,000 active | Glutaminase kidney isoform, mitochondrial (Homo sapiens), O94925; note: potency is the fitted concentration of half-maximal effect; % is set by controls: 0 for no effect and ±100 for the full control effect
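Two-point fluorescence kinetic (t0, 30 min RT) for hKGA; glutamate detected via glutamate oxidase–HRP–Amplex Red. Substrate: 1 mM L-glutamine solution; buffer 45 mM KH2PO4, pH 8.2.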
Pin1 inh: qHTS Assay to Find Inhibitors of Pin1; Peptidyl-prolyl cis-trans isomerase NIMA-interacting 1 (Homo sapiens), Q13526; Pin1 FP peptide displacement, HiFluor488, 10 min; Potency, µM (highest dose often 115 µM), for the others: top-dose activity, negative = inhibition, most hits filed as inhibitors; 0.009% of 390,000 active; AID 504891, 2011; active = well fitted inhibition curve with a large enough effect in the polarisation, with a control signal flat, not every such curve was filed as active; inconclusive = small, poorly fitted or top-dose-only effect, or effect the other way, or a change in a side signal; inactive = no such curve, though single readings can be large or run the other way; the % refers to the polarisation; note: potency is the fitted concentration of half-maximal effect; % is set by controls: 0 for no effect and ±100 for the full control effect
HP1b chromo inh: HTS for Inhibitors of HP1-beta Chromodomain Interactions with Methylated Histone Tails. Chromobox protein homolog 1 (Homo sapiens), P83916. AlphaScreen HP1-beta / biotin-H3K9me3 peptide binding. Potency, µM (titrated, usually from 114 µM), for the others: top-dose activity change, negative = inhibition, most hits filed as inhibitors. 0.56% of 390,000 active; note: potency is the fitted concentration of half-maximal effect; nearly all actives have a fitted effect of over 70% in size; inactives centre near 23
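HP1-beta protein (50 nM final) preincubated 30 min at room temperature with biotinylated H3(1-18)K9me3 peptide (50 nM) in PBS pH 7.4, 0.01% Tween-20, then compound added for 30 min. AlphaScreen streptavidin donor/nickel chelate acceptor beads (10 ug/mL final), 30 min dark, luminescence read.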
* hit, by the source's call; i = inactive; ? = inconclusive; · = not tested or not shown; & = joins results of further samples; [ ] = dose if it differs, or a comment. Unless noted, calls come from the whole dose curve; as a rule, active = well fitted curve in the direction sought with a large enough effect; inconclusive = small, poorly fitted or top-dose-only effect, or another doubt; inactive = no such curve, though single readings can be large; an effect the other way counts as inactive or inconclusive. Only part of the results is shown (hit frequency here may not be typical).

SMILES	POLH inh	BAZ2B inh	JMJD2A Tudor inh	Tb PGK inh	G9a block	PI4K2A block	GLS inh	Pin1 inh	HP1b chromo inh
COc1ccc(-c2cn3cccc(C)c3n2)cc1F	-17%	-2%	-13%	-10%	-40%	-1	-1%	2%	17%
C/C(Nc1ccccc1)=C(/C#N)C(N)=O	-10%	3%	-5%	i	-7%	8	-1%	7%	30%
COc1ccc2c(c1)c(=O)oc1cc(OCC(=O)NC3CC3)ccc12	?	?	-34%	-6%	?	3	3%	4%	4%
Cc1cccc(OCCCC(=O)NNC(=O)c2cccc(N(C)C)c2)c1	-14%	·	-17%	7%	·	1	-2%	-8%	-1%
O=C(NCc1cccnc1)C12CC3CC(CC(C3)C1)C2	6%	11%	1%	9%	21%[2.33 µM]	3	7%	5%	40%
Cc1ccc(CNC(=O)CC2Sc3ccccc3NC2=O)cc1 (stereo not given)	-20%	-7%	5%	i	·	1	-12%	-2%	26%
NC(=O)Cn1nnc(-c2ccc(CN3CCCCC3)cc2)n1	0%	0%	-2%	-5%	-3%[0.501 µM]	-1	-3%	-6%	43%[activator]
COc1ccc(CCC(=O)NCCc2csc(-c3ccc(F)cc3)n2)cc1	-27%	0%	-12%	-9%	13%[59 µM]	-9	-8%	-17%	11%[57 µM]
COC(=O)c1cc2n(n1)CCN(Cc1ccc(OC)cc1)C2=O	-1%	-4%[57.1 µM]	-10%	-1%	28%	-7	7%	1%	14%
O=C1CSC(c2ccc3c(c2)OCO3)N1c1ccc(Oc2ccccc2)cc1 (stereo not given)	2%	?	-17%	4%	·	-1	·	4%	14%
Cc1cc(-c2ccccc2)c2c(n1)sc1c(O)cc(=O)[nH]c12	-5%	7%	-5%	-1%	·	-4	6%	-1%	45%[activator]
Cc1nc2ccc(NS(=O)(=O)c3ccc(F)cc3)cc2s1	-13%	·	1%	-2%	8%	-2	3%	-6%	25%
COc1cccc(NC(=O)CCc2nnc3n(Cc4ccccc4Cl)c(=O)c4ccccc4n23)c1	-9%	-1%	-3%	9%	2%[59 µM]	-1	0%	2%	31%
O=C(c1ccc(-n2cncn2)c([N+](=O)[O-])c1)N1CCN(S(=O)(=O)c2ccc(Cl)cc2)CC1	?	-16%	-23%	-1%	-5%	-1	1%	-4%	24%
C/C(=N/NC(=O)c1cccs1)c1c(C)[nH]n(-c2nc3ccccc3s2)c1=O	7%	6%	-21%	?	26%[59 µM]	-66*	47%[activator]	-1%	24%
O=C(Nc1cc2c3c(c1)C1CCCC1CN3CC1CCCC21)c1ccc([N+](=O)[O-])cc1 (stereo not given)	-15%	11µM*	?	-6%	10µM*	3	6%	1%	11µM*
Cc1ccc(S(=O)(=O)N2CCCC2C(=O)Nc2nc3c(s2)CCCC3)cc1 (stereo not given)	-11%	?	-24%	-8%	45µM*	1	0%	0%	-5%
CCOc1cc(C(=O)Nc2ccc3oc(-c4ccc(F)cc4Cl)nc3c2)cc(OCC)c1OCC	·	-3%	-8%	·	2%[59 µM]	0	8%	16%	24%
Cc1ccc(C)c(NC(=O)CSc2nnc3[nH]c(=O)cc(-c4ccccc4)n23)c1	-13%	3%	-1%	-2%	12%[59 µM]	-6	-12%	1%	42%[activator]
CC(/C=C/c1ccccc1)=N\NC(=O)C1CC1(C)c1ccccc1 (stereo not given)	-16%	-1%	-7%	3%	22%[59 µM]	4	4%	-8%	25%
Cc1ccc(C)c(N2CCN(C(=O)CCS(=O)(=O)c3ccc4c(c3)NC(=O)CO4)CC2)c1	-5%	-31%	-32%	-6%	6%[59 µM]	1	13%	-5%	4%
CN(Cc1ccccc1)C(=O)C(=O)c1c[nH]c2ccccc12	-10%	·	·	-5%	·	-1	0%	·	·
C=CCSc1nnc(NC(=O)CSc2ccccn2)s1	2%	8%	-3%	-2%	-2%	10	2%	-3%	26%
CCOC(=O)Cc1csc(NC(=O)CC(C)(C)C)n1	-19%	12%	4%	-4%	-33%	2	-3%	-5%	35%
CC(C)(C)c1nnc2sc(SCCN3C(=O)c4ccccc4C3=O)nn2c1=O	-10%	-3%	-9%	-5%	-2%	2	-3%	8%	35%[activator]

Random excerpt: 2 records from the list
SMILES	POLH inh	BAZ2B inh	JMJD2A Tudor inh	Tb PGK inh	G9a block	PI4K2A block	GLS inh	Pin1 inh	HP1b chromo inh
COc1ccc(-c2cn3cccc(C)c3n2)cc1F	-17%	-2%	-13%	-10%	-40%	-1	-1%	2%	17%
Cc1cccc(OCCCC(=O)NNC(=O)c2cccc(N(C)C)c2)c1	-14%	·	-17%	7%	·	1	-2%	-8%	-1%

Continued.
SMILES	POLH inh	BAZ2B inh	JMJD2A Tudor inh	Tb PGK inh	G9a block	PI4K2A block	GLS inh	Pin1 inh	HP1b chromo inh
Cc1ccc(-c2nc3cccnc3o2)cc1NC(=O)COc1ccc(Cl)cc1C	?	1%	?	-2%	-32%[59 µM]	0	9%	5%	7%
COc1ccc(C(=O)NC(=S)NCc2cccnc2)cc1OC	-5%	1%	-4%	5%	-4%	2	-15%	2%	14%
COc1cc(C#Cc2c(-c3cncn3C)n(C)c3ccc(-c4cc(OC)c(OC)c(OC)c4)cc23)cc(OC)c1	-5%	·	?	-6%	·	0	2%	13%	1%
Cc1cccc(N(CC(=O)NC2CCCC2)C(=O)c2cc3cc4cccc(C)c4nc3s2)c1C	-8%	-1%	-11%	·	-7%[0.0925 µM]	7	2%	48%[activator]	17%
CN(C(=O)c1ccc(COc2ccccc2Br)o1)c1ccccc1	2%	3%	-13%	3%	-25%	1	12%	6%	1%
OC1(c2cccs2)CN(c2ccc(Cl)cc2)C2=[N+]1CCCC2 (stereo not given)	-12%	·	-16%	i	?	2	-1%	10%	28%
CCCCN1C(=O)C(O)(CC(=O)c2c(C)coc2C)c2ccccc21 (stereo not given)	-7%	-17%	-24%	·	?	3	-14%	5%	16%
O=C(CSc1nnc(COc2ccccc2)o1)Nc1ccc(F)cc1	-19%	7%	11%	0%	3%	-8	-9%	-4%	28%
Cc1nn(CC(=O)N2CCN(c3cccc(C(F)(F)F)c3)CC2)c(=O)c2cc3sccc3n12	1%	-2%	-5%	9%	-1%[59 µM]	-4	7%	13%	-1%
Cc1ccccc1N(CC(=O)Nc1ccccc1C(=O)NCc1ccco1)S(=O)(=O)c1ccccc1	-12%	-4%	-29%	-5%	-1%[59 µM]	6	6%	20%	1%
COc1ccc2c(c1OC)C(=O)N1C2SC(C)(C)[C@H]1C(=O)NC(C)C (stereo not given in full)	-9%	-14%	-10%	-2%	8%	-1	1%	-14%	28%
CC(C)(C)C(=O)Nc1ccccc1C(=O)Nc1cccnc1	-11%	·	-10%	7%	25%[59 µM]	1	12%	2%	14%
COCCCn1c(SCC(=O)Nc2ccc(NC(C)=O)cc2)nc2sc3c(c2c1=O)CCC3	-7%	-14%	-14%	4%	45µM*	1	2%	14%	0%
O=C1N[C@@H](c2ccccc2)COC(=O)[C@H](Cc2ccc(F)cc2)C/C=C\C[C@@H]1CC(=O)N(CCO)Cc1ccccc1	-16%	·	?	i	·	-1	0%	-1%	25%
COc1ccc(CNC(=O)COc2ccc(Br)c(C)c2)cc1	-27%	-10%	-18%	0%	-25%	11	-6%	0%	38%
CCOC(=O)c1sc(Nc2cccc(Cl)c2)nc1C	-1%	0%	0%	-5%	-41%	1	0%	0%	25%
O=C(O)CCSc1ccc2ccccc2n1	-8%&4%	0%&-3%	-9%&-7%	1%&-3%	31%[0.501 µM]	-7&-1	6%&-4%	2%&-5%	78%&20%[activator]
COC(=O)c1ccc(C(=O)OC)c(NC(=O)CN2CCN(c3ccccc3)CC2)c1	-10%	-30%	-13%	4%	?	2	7%	12%	13%
COC(CN(C)S(=O)(=O)c1cc2c3c(c1)CCN3C(=O)CC2)OC	-10%	-1%	-1%	-5%	26%	4	-12%	-6%	36%
COc1ccc(C(OC(=O)c2ccco2)C(=O)NC2CCCCC2)cc1OC (stereo not given)	5%	-22%	0%	i	-28%	2	17%	2%	9%
O=C(COC(=O)CNS(=O)(=O)c1ccccc1)Nc1ccc(Cl)cn1	-12%	8%	-11%	2%	-3%[12.7 µM]	3	-4%	-4%	25%
COc1cccc(CN2CC(C(=O)NCCc3ccccc3C(F)(F)F)CCC2=O)c1 (stereo not given)	-11%	-3%	-20%	-2%	·	3	-3%	1%	20%
NC(=O)OCC(COC(N)=O)c1ccccc1	-8%	3%	-6%&-1%	2%&5%	38%[activator][59 µM]	-5&-1&-2&1	7%&1%&-2%	-3%&-1%	28%&24%
Cc1nn(CCCC(=O)NCc2ccccc2)c(=O)c2nn(-c3ccccc3)c(C)c12	-7%&-11%	-2%&-10%	-25%&8%	-1%&9%	-9%[59 µM]	12&-6	-3%&-6%	0%&-1%	40%&10%[activator]
COc1ccc(C(=O)Cc2ccc3c(c2)OCO3)c(O)c1	-8%	3%	-8%	-1%	-7%[59 µM]	2	-13%	-1%	40%
O=C1OCC(CO)(CO)N=C1NNc1ccc(Cl)c(Cl)c1	-15%	-34%	-21%	-10%	?	-4	24%	-3%	-11%

Bioassay records deposited in PubChem by National Center for Advancing Translational Sciences (NCATS).
